Compound activity as filed in PubChem BioAssay.
p53 reactivation – restores transcriptional activity of mutant p53 | Potency, µM (series often up to 92.2 µM), for inactives: top-dose activity change, positive = activation, most hits filed as activators | H1299 p53-A138V BP100-luciferase reporter, luminescence, 24 h | 320,000 compounds, 0.063% hits; further: % of control where 0% means no effect; nearly all actives have a fitted effect of over 45% in size
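p53-null H1299 cells stably carrying temperature-sensitive p53-A138V and a BP100-luciferase reporter were pinned with compounds (4-point, 1:5 series) and held 24 hrs at 37 deg C. Luminescence was read 10 min after detection reagent.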
RORgamma inh – blocks mouse ROR gamma transcriptional activity; P51450; Drosophila S2 Gal4-RORgamma UAS-luciferase reporter, 20 h; Potency, µM (top dose mostly 53.6 µM), inactives show at the highest dose activity change, negative = inhibition, actives largely listed as inhibitors; 310,000 compounds, 5.4% hits; AID 2551; further: on the % scale 0 is the no-effect control and ±100 the full control effect; nearly all actives have a fitted effect of over 60% in size
Target sequence (P51450 whole entry, looked up, the tested form may be a part): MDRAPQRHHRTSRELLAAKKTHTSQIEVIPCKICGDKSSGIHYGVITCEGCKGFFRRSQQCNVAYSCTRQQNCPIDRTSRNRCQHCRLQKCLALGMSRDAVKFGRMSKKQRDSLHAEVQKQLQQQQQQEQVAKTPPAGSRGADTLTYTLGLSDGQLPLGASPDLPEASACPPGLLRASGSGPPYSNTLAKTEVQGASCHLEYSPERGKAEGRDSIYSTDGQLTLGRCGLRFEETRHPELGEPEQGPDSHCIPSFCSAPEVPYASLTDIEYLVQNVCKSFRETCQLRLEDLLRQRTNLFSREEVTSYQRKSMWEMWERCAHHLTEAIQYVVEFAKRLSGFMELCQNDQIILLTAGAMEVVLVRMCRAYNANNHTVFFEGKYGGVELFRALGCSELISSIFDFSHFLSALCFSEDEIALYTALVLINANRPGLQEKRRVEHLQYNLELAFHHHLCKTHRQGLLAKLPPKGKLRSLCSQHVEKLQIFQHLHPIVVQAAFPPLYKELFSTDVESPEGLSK
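In this cell-based reporter format, copper sulfate (700 uM final) drives Gal4–ROR gamma fusion expression from a metallothionein promoter in Drosophila Schneider cells; compounds preincubated 1 hr, reporter read after 20 hr at ambient temperature.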
FLuc counter – inhibits or activates purified firefly luciferase, miR-21 counter-screen. P08659. purified FLuc, Km substrates, luminescence inhibition. Potency, µM (highest dose often 57.5 µM), for inactives: at the top dose activity change, negative = inhibition, actives largely listed as inhibitors. 360,000 compounds, 6.9% hits. AID 588342;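 further: plate controls were vehicle for no effect and reference inhibitor for full effect; nearly all actives have a fitted effect of over 55% in size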
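Purified P. pyralis luciferase (10nM final) with 10uM D-luciferin and 10uM ATP (Km levels) in 50mM Tris acetate pH 7.5, 10mM Mg acetate, 0.01% Tween-20, 0.05% BSA; qHTS 6-point titration, ~60 µM downward; luminescence read.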
MBNL1 CUG block – MBNL1-poly(CUG) RNA binding inhibition. Q9NR56. TR-FRET MBNL1-His/biotin-(CUG)12 binding, 665/545 ratio. Potency, µM (series often up to 57.5 µM), for inactives: at the highest dose activity change, negative = inhibition, actives largely listed as inhibitors. 280,000 compounds, 0.036% hits; active means well fitted inhibition curve with a large enough effect in the signal ratio, with a control signal flat, not every such curve was filed as active; inconclusive means small, poorly fitted or top-dose-only effect, or effect the other way, or a change in a side signal; inactive means no such curve, though single readings can be large or run the other way; the % refers to the signal ratio; further: on the % scale 0 is the no-effect control and ±100 the full control effect
Target sequence (Q9NR56 whole entry, looked up): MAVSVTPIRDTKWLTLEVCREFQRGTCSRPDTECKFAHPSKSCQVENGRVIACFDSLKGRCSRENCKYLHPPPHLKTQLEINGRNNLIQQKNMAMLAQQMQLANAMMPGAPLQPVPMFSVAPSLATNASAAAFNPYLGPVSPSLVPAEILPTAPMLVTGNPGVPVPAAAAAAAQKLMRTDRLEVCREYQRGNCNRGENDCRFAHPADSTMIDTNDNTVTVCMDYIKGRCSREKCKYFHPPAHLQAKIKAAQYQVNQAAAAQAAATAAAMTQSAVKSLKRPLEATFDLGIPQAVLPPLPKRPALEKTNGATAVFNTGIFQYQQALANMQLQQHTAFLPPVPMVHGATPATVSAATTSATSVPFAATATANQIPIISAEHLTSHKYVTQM
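Inhibition of protein-RNA binding appears as loss of TR-FRET between terbium anti-His antibody on MBNL1-His and streptavidin-XL665 on biotin-(CUG)12. Activity is normalized to buffer-only and uninhibited-complex controls.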
BRCA1 expr act – increases BRCA1 expression. MCF7-BRCA1-FFLuc reporter, luminescence, 48 h; response scale: scaled: vehicle 0%, 10 µM genistein 100%. Potency, µM (top dose mostly 46.1 µM), inactives show at the top dose activation, usual class: activators. 380,000 compounds, 1.1% hits. AID 624202; further: nearly all actives have a fitted effect of over 80% in size; some results filed as inactive show a strong effect at the top dose
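Activators of BRCA1 expression were detected as increased firefly luciferase luminescence in engineered MCF7 cells after 48 h compound incubation. Signals were scaled to genistein 10 microM as full activation.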
MLL CXXC-DNA inh – blocks binding of human MLL CXXC domain to DNA; Q03164; MLL-CXXC / FITC-HOXA9 DNA fluorescence polarization; Potency, µM (doses to about 115 µM), inactives show at the highest dose activity change, negative = inhibition, most hits filed as inhibitors; 290,000 compounds, 0.037% hits; AID 2662; active means well fitted inhibition curve with a large enough effect in the polarisation, with a control signal flat, not every such curve was filed as active; inconclusive means small, poorly fitted or top-dose-only effect, or effect the other way, or a change in a side signal; inactive means no such curve, though single readings can be large or run the other way; the % refers to the polarisation
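Steps: dispense CXXC domain solution (7 uM) → pin compounds or unlabeled HOX-A9 DNA control → 5 min ambient → add FLSN-HOX-A9 solution (50 nM) → spin → 30 min ambient → fluorescence polarization. Tris pH 7.5/NaCl/DTT/BSA buffer.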
Rab9 promoter act – activates the Rab9 promoter; Huh7 Rab9 promoter-luciferase reporter, luminescence, 24 h; 320,000 compounds, 2.8% hits; Potency, µM (top dose mostly 9.22 µM), for the others: at the top dose activation, negative = inhibition, usual class: activators; AID 485297; further: % of control where 0% means no effect; nearly all actives have a fitted effect of over 60% in size
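Stable Rab9-luc Huh7, 1500 cells/well, 2 h settle; cmpd in DMSO, 24 h, 37 °C/5% CO2; luciferase reagent 10 min RT; luminescence.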
Gal4-VP16 FLuc – inhibits Gal4-VP16 luciferase reporter, ROR gamma counter-screen. AID 2546. Potency, µM (series often up to 53.6 µM), for inactives: top-dose activity, negative = inhibition, usual class: inhibitors. Drosophila S2 Gal4-VP16 UAS-luciferase, luminescence, 20 h. 310,000 compounds, 3.5% hits;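 further: Gal4-VP16 expression switched on by copper sulfate through the metallothionein promoter; on the % scale 0 is the no-effect control and ±100 the full control effect; nearly all actives have a fitted effect of over 50% in size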
ELG1 genotox – induces genotoxicity in HEK293T cells with luciferase-tagged ELG1; HEK293T ELG1-luciferase reporter, luminescence, 16 h; Potency, µM (doses to about 46 µM), inactives show top-dose activity change, positive = activation, actives largely listed as activators; 330,000 compounds, 1.3% hits; AID 504466; further: % of control where 0% means no effect; nearly all actives have a fitted effect of over 60% in size
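Screening used a luciferase reporter fused to human ELG1 in HEK293T cells. Luminescence was read on a CCD plate imager after 16 hr exposure and 30 min ONE-Glo incubation.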
NPC1 promoter act – activates the NPC1 promoter. 320,000 compounds, 2.4% hits. Potency, µM (doses to about 9.22 µM), inactives show at the highest dose activation, hits mostly activators. Huh7 NPC1 promoter luciferase reporter, 24 h. AID 485313;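 further: % of control where 0% means no effect; nearly all actives have a fitted effect of over 60% in size; reporter is driven by a mutant NPC1 promoter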
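Compounds in DMSO were transferred onto Huh7 NPC1-luciferase reporter cells pre-incubated 2 h; after 24 h at 37 °C, Amplite reagent was dispensed and luminescence recorded 10 min later.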
uPA generation – inhibitors of cell surface uPA generation | cell surface uPA generation assay, qHTS | Potency, µM (top dose mostly 38.3 µM), inactives show at the highest dose activity change, negative = inhibition, usual class: inhibitors | 330,000 compounds, 0.31% hits; active means well fitted inhibition curve with a large enough effect; inconclusive means small, poorly fitted or top-dose-only effect; inactive means no such curve, though single readings can be large or run the other way; tested in mouse RAW 264.7 cells; further: on the % scale 0 is the no-effect control and ±100 the full control effect; nearly all actives have a fitted effect of over 55% in size
* hit, by the source's call; ? = inconclusive; . = not tested or not shown; [ ] = another dose, or the depositor's remark. Unless noted, the call rests on the fitted dose curve; in most records, active means well fitted curve in the direction sought with a large enough effect; inconclusive means small, poorly fitted or top-dose-only effect, or another doubt; inactive means no such curve, though single readings can be large; an effect the other way counts as inactive or inconclusive. Potency means the concentration at half of the fitted maximal effect. Not all compounds are listed. The share of hits here may be higher or lower than overall.

SMILES	p53 reactivation	RORgamma inh	FLuc counter	MBNL1 CUG block	BRCA1 expr act	MLL CXXC-DNA inh	Rab9 promoter act	Gal4-VP16 FLuc	ELG1 genotox	NPC1 promoter act	uPA generation
CCN1CCCC1CNC(=O)c1ccc2c(c1)N(Cc1ccccc1F)C(=O)c1ccccc1S2(=O)=O (configuration not stated)	-1%	-14%	0%	-8%	3%	?	-3%	-9%	0%	14%	?
O=C1c2ccccc2C(=O)N1OS(=O)(=O)c1ccc(F)cc1	17%	?	1%	4%	-4%	19%	-5%	?	8%	-16%	12%
CC(=O)CSc1ncnc2scc(-c3ccc(F)cc3)c12	-1%	-27%	4%	-3%	5%	-2%	-8%	11%[10 µM]	-6%	-8%	6%
O=c1c2[nH]c3ccccc3c2nc2n1CCS2	-3%	23%	-13%	-6%	-19%	-5%	3%	20%	13%	-2%	-9%
CCN1CC(CN(C)Cc2cn(-c3ccc(C)cc3)nc2-c2ccc(F)cc2)CC1=O (configuration not stated)	-1%	?	?	0%	-4%	4%	7%	21%	-2%	1%	2%
CC1CN(C(=O)COC(=O)c2ccccc2O)CC(C)O1 (configuration not stated)	0%	-11%	1%	-1%	2%	-1%	-2%	-2%	3%	-4%	1%
CCC1CSC(Nc2ccc(C(=O)/C=C/c3ccc(OC)c(OC)c3)cc2)=N1 (configuration not stated)	-27%	?	24µM*	-16%	-94%	16%	-19%	?	-17%	-15%	-7%
O=C(Cn1ccccc1=O)Nc1ccc(Cl)c(S(=O)(=O)N2CCCCC2)c1	-3%	.	5%	.	-21%	.	-13%	.	0%	-1%	-14%
CCC(CC)c1nnc(NC(=O)C2=COCCO2)s1	24%	.	?	.	10µM*	.	29%	.	13%	1%	-6%
CCc1ccccc1N(C(=O)Cn1nnc2ccccc21)C(C(=O)NCCOC)c1ccco1 (configuration not stated)	-5%	27%	1%	-4%	-11%	-3%	-2%	-5%	-1%	-7%	2%
CN(CC(=O)Nc1ccc(Cl)c(C(F)(F)F)c1)C(=O)c1cc(-c2ccncc2)nc2ccccc12	-7%	.	?	.	-88%[inhibitor]	.	-3%	.	-51%[inhibitor]	-3%	3%
O=C(CCNC(=O)c1ccc(Cl)cc1)Nc1ccccc1Cl	-3%	0%	5%	-6%	-2%	-1%	-1%[1.84 µM]	-10%	2%	-3%	4%
Cc1cccc(OCCNC(=O)c2cc(-n3cnnc3)ccc2Cl)c1	-11%	14%	-5%	6%	6%	-8%	-3%	-3%	-3%	0%	-4%
CCCNC(=O)c1onc(CSc2ccc(F)cc2)c1C(=O)NCCC	-3%	50%	-1%	-1%	0%	6%	-9%	2%	-2%	1%	5%
Cc1noc(C)c1COC(=O)[C@@H](NC(=O)c1ccccc1)C(C)C	1%	26%	-2%	-5%	6%	-2%	-1%	-13%	-9%	-8%	-3%
COc1ccc(CCNC(=O)c2ccccc2NS(=O)(=O)c2cc(C(=O)O)ccc2OC)cc1	-2%	-6%	-2%	-5%	-1%	-2%	5%	16%	-7%	-3%	3%
O=C(NCc1ccccn1)c1ccc2nc(-c3ccco3)c(-c3ccco3)nc2c1	9%	?	?	?	.	?	0%	4%	-9%	-3%	.
Cc1nn(CC(=O)NCc2ccccc2Cl)c(C)c1[N+](=O)[O-]	9%	27%	-11%	-6%	4%	8%	1%	0%	0%	8%	5%
COc1ccc(/C=C/C(=O)Nc2cc(C(F)(F)F)ccc2Cl)cc1OC	-22%	?	3%	7%	-14%	-3%	0%	-28%	-3%	-6%	18%
Cc1cccc(-n2c(SCC(N)=O)nc3c(c2=O)C2(CCCC2)Cc2ccccc2-3)c1	-11%	23%	-1%	-4%	-70%[inhibitor]	-3%	-4%	-14%	-9%	1%	-5%
Cc1[nH]c(=O)[nH]c(=O)c1S(=O)(=O)N1CCCC(C(=O)NCCC2=CCCCC2)C1 (configuration not stated)	-4%	-12%	5%	10%	-1%	-5%	2%	-5%	-1%	-2%	1%
COc1ccc(S(=O)(=O)N2CCC3(CC2)OCCN3S(=O)(=O)c2c(C)cc(C)cc2C)cc1	1%	.	6%	.	-34%	.	-5%	.	30%	-1%	13%
O=C(Nc1cccc(O)c1)c1ccccc1	?	43%	?	2%	?	1%	14%	-5%	?	8%	.
C=C(C)c1ccccc1NC(=O)CCN1C(=O)c2ccccc2S1(=O)=O	1%	-2%	-2%	-2%	4%	?	-3%	6%	1%	2%	6%
COc1ccc(C(=O)NCc2nnc(SCC(=O)Nc3cc(OC)ccc3OC)o2)cc1	19%	-12%	3%	-4%	2%	0%	2%	-7%	0%	0%	1%

The list continues:
SMILES	p53 reactivation	RORgamma inh	FLuc counter	MBNL1 CUG block	BRCA1 expr act	MLL CXXC-DNA inh	Rab9 promoter act	Gal4-VP16 FLuc	ELG1 genotox	NPC1 promoter act	uPA generation
CCN(CC)CCCN(Cc1cc2cc3c(cc2[nH]c1=O)OCCO3)C(=O)Nc1ccc(F)cc1	19%	19%	2%	-26%	-55%	-2%	2%	-5%	?	6%	-4%
COc1cccc(OCc2nnc(-c3cccs3)o2)c1	9%	40%	?	2%	.	1%	24%	28%	8%	17%	.
COc1cc2c(cc1NC(=O)COCC(=O)O)oc1ccccc12	-1%	2%	17µM*	-2%	-6%	21%	-3%	-10%	2%	-5%	6%
C/C(=C(\C#N)C(=O)NC1CCCCC1)N(C)C	-4%	2%	4%	-2%	30%	0%	5%	-3%	-1%	-4%	2%
COc1cccc(COC(=O)c2cc(=O)[nH]c3ccc(S(=O)(=O)N4CCOCC4)cc23)c1OC	-4%	.	1%	.	4%	.	1%	.	-1%	1%	25%
CN(CC(=O)Nc1ccc(N2CCOCC2)cc1)C(=O)c1cccc(Cl)c1Cl	5%	.	-3%	.	1%	.	-7%	.	-3%	2%	1%
COc1cccc(C2C3=C(CCCC3=O)Nc3[nH]n(-c4ccccc4)c(=O)c32)c1 (configuration not stated)	1%	1%	-2%	10%	-28%	8%	-7%	-3%	1%	-4%	4%
CC(OC(=O)c1cc(=O)[nH]c2ccccc12)C(=O)N1C(C)CCCC1C (configuration not stated)	4%	.	.	.	-6%	.	-4%	.	0%	1%	5%
CCOC(=O)C1CCN(c2c(NCc3ccc(C(=O)NCCC(C)C)cc3)c(=O)c2=O)CC1	0%	1%	5%	1%	-2%	4%	2%	-6%	1%	-3%	3%
Cc1c(NC(=O)C(C)OC(=O)c2cc(-c3cccc4ccccc34)nc3ccccc23)c(=O)n(-c2ccccc2)n1C (configuration not stated)	-16%	?	-16%	16%	-7%	-4%	-4%	-12%	-7%	0%	7%
Cn1nc(C(F)(F)F)c2cc(C(=O)O)sc21	3%	-13%	-20%	-13%	0%	-5%	0%	3%	-1%	0%	3%
CCc1ccc(S(=O)(=O)NCC2(N3CCOCC3)CCCCC2)cc1	1%	.	3%	.	10%	.	0%	.	2%	-5%	0%
COc1ccccc1N(C)S(=O)(=O)c1ccc(Cl)c(C(=O)NCCCN2CCOCC2)c1	?	16%	-2%	-4%	24%	-5%	7%	-17%	-4%	-1%	-1%
CCCCCC(=O)Nc1cccc(C2=NOC3(C2)C[C@H](C(N)=O)N(C(=O)c2ccccc2C(=O)c2ccccc2)C3)c1 (some centres not stated)	-3%	7%	0%	-6%	-37%	-5%	-11%	1%	-7%	-3%	-18%

Some of the entries above in a different format.
| smiles | p53 reactivation | RORgamma inh | FLuc counter | MBNL1 CUG block | BRCA1 expr act | MLL CXXC-DNA inh | Rab9 promoter act | Gal4-VP16 FLuc | ELG1 genotox | NPC1 promoter act | uPA generation |
| --- | --- | --- | --- | --- | --- | --- | --- | --- | --- | --- | --- |
| CCN(CC)CCCN(Cc1cc2cc3c(cc2[nH]c1=O)OCCO3)C(=O)Nc1ccc(F)cc1 | 19% | 19% | 2% | -26% | -55% | -2% | 2% | -5% | ? | 6% | -4% |
| COc1cccc(OCc2nnc(-c3cccs3)o2)c1 | 9% | 40% | ? | 2% | . | 1% | 24% | 28% | 8% | 17% | . |
| COc1cc2c(cc1NC(=O)COCC(=O)O)oc1ccccc12 | -1% | 2% | 17µM* | -2% | -6% | 21% | -3% | -10% | 2% | -5% | 6% |
| C/C(=C(\C#N)C(=O)NC1CCCCC1)N(C)C | -4% | 2% | 4% | -2% | 30% | 0% | 5% | -3% | -1% | -4% | 2% |
| COc1cccc(COC(=O)c2cc(=O)[nH]c3ccc(S(=O)(=O)N4CCOCC4)cc23)c1OC | -4% | . | 1% | . | 4% | . | 1% | . | -1% | 1% | 25% |
